Eya2 inh: blocks the phosphatase activity of human Eya2; O00167; recombinant Eya2, OMFP fluorescence dephosphorylation (OMFP is methylfluorescein phosphate); Potency, µM (doses to about 76.9 µM), for the others: at the top dose activity, negative = inhibition, most hits filed as inhibitors; 330,000 compounds, 0.006% hits; further: potency means the concentration at half of the fitted maximal effect; on the % scale 0 is the no-effect control and ±100 the full control effect
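Eya2 protein (added as 0.2 uM solution) was preincubated with compound for 10 min at ambient temperature in 50 mM HEPES pH 7.5, 50 mM NaCl, 5 uM MgCl2, 0.05% BSA, 1 mM DTT. OMFP (added at 50 uM) then reacted 10 min; fluorescence read at 485/525 nm.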
ASM inhibitor: blocks human secretory acid sphingomyelinase; placental ASM, HMU-PC fluorogenic substrate, 60 min; Potency, µM (series often up to 57.5 µM), without a hit: at the top dose activity change, negative = inhibition, actives largely listed as inhibitors; 340,000 compounds, 0.006% hits; further: potency means the concentration at half of the fitted maximal effect
Target sequence (P17405 47-631 limits assumed): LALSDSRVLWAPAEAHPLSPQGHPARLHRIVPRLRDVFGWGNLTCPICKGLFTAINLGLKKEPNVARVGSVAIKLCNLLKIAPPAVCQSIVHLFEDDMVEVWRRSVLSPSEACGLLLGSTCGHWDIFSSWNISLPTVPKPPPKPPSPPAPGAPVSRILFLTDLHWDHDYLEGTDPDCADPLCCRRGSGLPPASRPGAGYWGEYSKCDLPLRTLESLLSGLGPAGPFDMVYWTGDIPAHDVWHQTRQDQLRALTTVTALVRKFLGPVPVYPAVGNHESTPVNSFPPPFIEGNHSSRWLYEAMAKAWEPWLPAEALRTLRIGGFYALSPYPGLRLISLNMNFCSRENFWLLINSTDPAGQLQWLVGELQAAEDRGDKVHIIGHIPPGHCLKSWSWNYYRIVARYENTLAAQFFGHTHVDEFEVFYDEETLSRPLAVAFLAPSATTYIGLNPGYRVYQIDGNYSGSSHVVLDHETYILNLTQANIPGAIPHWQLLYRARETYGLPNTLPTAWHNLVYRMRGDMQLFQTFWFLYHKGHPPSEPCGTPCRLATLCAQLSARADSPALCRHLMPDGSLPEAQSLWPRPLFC
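Human placenta-derived ASM enzyme was preincubated with compound for 10 minutes at room temperature, then given fluorogenic substrate HMU-PC0 (9 uM final) for 60 minutes at 37 °C; a pH 10 stop preceded fluorescence reading at Ex 386/Em 447 nm.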
GALK inh: blocks human galactokinase activity; P51570; Purified GALK, Kinase-Glo residual ATP luminescence; Potency, µM (titrated, usually from 57.5 µM), for inactives: at the top dose activity change, negative = inhibition, most hits filed as inhibitors; 270,000 compounds, 0.007% hits; AID 1868; further: potency means the concentration at half of the fitted maximal effect; on the % scale 0 is the no-effect control and ±100 the full control effect
Target sequence (P51570 whole entry, looked up): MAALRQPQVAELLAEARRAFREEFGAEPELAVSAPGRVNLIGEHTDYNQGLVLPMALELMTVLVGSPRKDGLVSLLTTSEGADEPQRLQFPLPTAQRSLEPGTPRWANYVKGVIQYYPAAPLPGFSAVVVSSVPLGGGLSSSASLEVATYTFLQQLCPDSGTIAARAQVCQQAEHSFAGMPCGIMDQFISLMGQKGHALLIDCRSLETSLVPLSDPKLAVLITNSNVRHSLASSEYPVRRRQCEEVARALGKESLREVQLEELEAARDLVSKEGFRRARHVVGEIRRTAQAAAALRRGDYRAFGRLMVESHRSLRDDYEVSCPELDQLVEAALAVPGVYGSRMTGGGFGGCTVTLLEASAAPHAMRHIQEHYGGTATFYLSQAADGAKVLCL
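Quantitative HTS: GALK 5 nM, ATP 35 uM, galactose 100 uM, 1 h room temperature, then luciferase-based ATP detection.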
BCR signal inh: inhibitors of chronic active B-cell receptor signaling | ABC-DLBCL IkBa-CBG/CBR reporter, luminescence ratio, 4 h | Potency, µM (top dose mostly 46.1 µM), without a hit: top-dose ratio change, negative = lower green/red ratio, actives largely listed as inhibitors | 340,000 compounds, 0.05% hits | AID 493014; active means well fitted inhibition curve with a large enough effect in the signal ratio, with a control signal flat, not every such curve was filed as active; inconclusive means small, poorly fitted or top-dose-only effect, or effect the other way, or a change in a side signal; the % refers to the signal ratio;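 further: potency means the concentration at half of the fitted maximal effect; plate controls were basal doxycycline-induced cells for no effect and cells given 10 µM MG132 for full effect; MG132 reads +100%, hits lower the ratio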
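Cell line TMD8 (human ABC DLBCL), stably expressing tet-inducible CBG68-IkBa fusion and CBR; IMDM/0.5% FBS; cpd up to 46 uM; dox induction, 4 h, 37C/5% CO2; dual luminescence; green/red ratio; MG132 control.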
TSHR antagonist: blocks TSH signaling through the human TSH receptor; P16473; TSHR-expressing cells, TSH-stimulated cAMP HTRF, 2 h; active compounds read low; activity change, negative = inhibition, % at 11.5 µM; 330,000 compounds, 0.2% hits; AID 504810;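 active means activity change below a set negative limit, meaning inhibition stronger than a set level, cut at about -70% in these data; inconclusive means activity change between two set negative limits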; further: on the % scale 0 is the no-effect control and ±100 the full control effect
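TSHR-expressing cells were treated with compounds, then stimulated with TSH at EC80 (4nM final) for 2 hours at 37 deg C. Cellular cAMP was measured by HTRF competition between lysate cAMP and cAMP-d2 for a cryptate-labelled anti-cAMP antibody.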
MBNL1 CUG block: inhibitors of human MBNL1 binding to CUG repeat RNA; TR-FRET MBNL1-His/biotin-(CUG)12 binding, 665/545 ratio; Potency, µM (top dose mostly 57.5 µM), for inactives: at the highest dose activity change, negative = inhibition, actives largely listed as inhibitors; 280,000 compounds, 0.036% hits; active means well fitted inhibition curve with a large enough effect in the signal ratio, with a control signal flat, not every such curve was filed as active; inconclusive means small, poorly fitted or top-dose-only effect, or effect the other way, or a change in a side signal; inactive means no such curve, though single readings can be large or run the other way; the % refers to the signal ratio; further: potency means the concentration at half of the fitted maximal effect; on the % scale 0 is the no-effect control and ±100 the full control effect
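MBNL1-His + Biotin-(CUG)12, cpd titration 92 nM–58 uM; Tb anti-His Ab 0.055 ng/ul, SA-XL665 5 nM (final); 60 min RT; ratiometric 665/545 nm, Ex 340 nm; normalized to buffer and full-complex controls.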
hERG WT inh: blocks the wildtype human KCNH2 potassium channel | 340,000 compounds, 0.37% hits | activity change, % at 1.84 µM | U2OS, BacMam KCNH2, thallium flux FluxOr; active compounds read low | Q12809 | AID 720551;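 active means maximum activity change below -70%; inconclusive means maximum activity change between -70% and -50%; inactive means maximum activity change above -50%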; further: on the % scale 0 is the no-effect control and ±100 the full control effect
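U2OS cells transduced with wild-type KCNH2 virus are loaded with FluxOr dye for 45 min, and thallium flux is measured in kinetic reads before and after stimulation buffer. Rate constants are normalized to DMSO controls.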
Mito fusion yeast: inhibitors of mitochondrial division or activators of mitochondrial fusion. S. cerevisiae fusion-defective mutant growth rescue, CellTiterGlo 48 h. Potency, µM (titrated, usually from 46.1 µM), for inactives: at the highest dose growth rescue (activation), most hits filed as activators. 320,000 compounds, 0.23% hits;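 further: potency means the concentration at half of the fitted maximal effect; % of control where 0% means no effect; nearly all actives have a fitted effect of over 45% in size; temperature-sensitive fusion mutants such as fzo1-1 at 37 °C on non-fermentable ethanol glycerol medium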
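Luminescent cell viability in 1536-well qHTS format served as the measure of rescued growth in ts fusion-mutant S. cerevisiae cultured on non-fermentable YPEG for 48 hours at 37C.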
Menin-MLL TR inh: inhibitors of human menin-MLL interaction, mutant MLL peptide; 270,000 compounds, 0.23% hits; Menin + Texas Red MLL mutant peptide, fluorescence polarization; O00255; Potency, µM (doses to about 61.6 µM), for the others: at the top dose FP activity change, negative = inhibition, actives largely listed as inhibitors; AID 1768; active means well fitted inhibition curve with a large enough effect in the polarisation, with a control signal flat, not every such curve was filed as active; inconclusive means small, poorly fitted or top-dose-only effect, or effect the other way, or a change in a side signal; inactive means no such curve, though single readings can be large or run the other way; the % refers to the polarisation; further: potency means the concentration at half of the fitted maximal effect; % of control where 0% means no effect; many of its hits are not listed in these tables
PKM2 act: activators of human pyruvate kinase M2 | P14618 | purified PKM2, Kinase-Glo ATP luminescence, activation; response scale: 0% is enzyme alone, no compound | Potency, µM (highest dose often 57.5 µM), for the others: top-dose activation, most hits filed as activators | 260,000 compounds, 0.34% hits; further: potency means the concentration at half of the fitted maximal effect; on the % scale 0 is the no-effect control and ±100 the full control effect; nearly all actives have a fitted effect of over 55% in size
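ATP formation by purified human PK-M2, quantified via coupled luciferase luminescence after 1 h at room temperature with 0.1 mM ADP and 0.5 mM PEP final.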
USP2a inh: inhibitors of human ubiquitin-specific protease USP2a; Potency, µM (top dose mostly 38.3 µM), for the others: at the highest dose activity change, negative = inhibition, hits mostly inhibitors; USP2 core, Ub-CHOP2 coupled fluorogenic reporter, 485/531; O75604; 330,000 compounds, 0.01% hits;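 further: potency means the concentration at half of the fitted maximal effect; plate controls were DMSO wells for no effect and full inhibition by NEM control for full effect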
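Cell-free coupled assay: 10nM USP2 core preincubated 30min RT with compound in Tris-HCl pH 8.0/CaCl2/CHAPS buffer, then 25nM Ub-CHOP2 and 25nM reporter substrate; fluorescence (Ex 485/Em 531) read after 60min RT, normalized to NEM inhibition, concentration-response curves fitted.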
Starred values were filed as active, the others as inactive; & = joins results of further samples; [ ] = remark or other dose. Unless noted, the call rests on the fitted dose curve; in most records, active means well fitted curve in the direction sought with a large enough effect; inconclusive means small, poorly fitted or top-dose-only effect, or another doubt; inactive means no such curve, though single readings can be large; an effect the other way counts as inactive or inconclusive.

Cc1ccc2nsnc2c1NC(=O)c1ccc([N+](=O)[O-])cc1 was read as Eya2 inh 0%, ASM inhibitor 2%, GALK inh 9%, BCR signal inh -1%, TSHR antagonist -2, MBNL1 CUG block inconclusive, hERG WT inh -5, Mito fusion yeast 1%, Menin-MLL TR inh 0%, PKM2 act 12% and USP2a inh 1%.
`COc1ccc(Cn2c(C)c(C)c(C#N)c2NC(=O)Nc2cccc(Cl)c2)cc1` gave Eya2 inh -4%, ASM inhibitor 4%, GALK inh -2%, BCR signal inh 5%, TSHR antagonist -4, MBNL1 CUG block 3%, hERG WT inh -1, Mito fusion yeast -5%, Menin-MLL TR inh -20%, PKM2 act 3% and USP2a inh 4%.
For Cc1[nH]c2ccccc2c1C(=O)C(C)OC(=O)c1ccc(Cl)nc1 (configuration not stated) the results were Eya2 inh 4%, ASM inhibitor -6%, BCR signal inh 1%, TSHR antagonist -3, hERG WT inh -2, Mito fusion yeast 11% and USP2a inh 0%.
Screening COc1ccc(CC(=O)N2CCc3cc(OC)c(OC)cc3C2O)cc1OC (configuration not stated) returned Eya2 inh 13%, ASM inhibitor 0%, GALK inh -1%, BCR signal inh -6%, TSHR antagonist 7, MBNL1 CUG block -3%, hERG WT inh 5, Mito fusion yeast 0%, Menin-MLL TR inh 1%, PKM2 act 0% and USP2a inh -3%.
CCOCCOC(=O)C1=C(C)NC2=C(C(=O)CC(c3cccs3)C2)C1c1ccsc1 (configuration not stated) was read as Eya2 inh -25%, ASM inhibitor 407%[activator], GALK inh 1%, BCR signal inh 5%, TSHR antagonist -8, MBNL1 CUG block 5%, hERG WT inh -2, Mito fusion yeast 0%, Menin-MLL TR inh 4%, PKM2 act 7% and USP2a inh 2%.
For CC(=O)c1ccc(N=Nc2ccc(N)cc2)cc1 the results were Eya2 inh 6%, ASM inhibitor -25%, GALK inh 0%, BCR signal inh -22%, TSHR antagonist -12, hERG WT inh -5, Mito fusion yeast -4%, PKM2 act -19% and USP2a inh -3%.
For CN(C)C(=O)c1cn(-c2ccccc2)nc1-c1cccc([N+](=O)[O-])c1 the results were Eya2 inh -1%, ASM inhibitor -2%, GALK inh -2%, BCR signal inh inconclusive, TSHR antagonist -4, MBNL1 CUG block inconclusive, hERG WT inh -9, Mito fusion yeast 0%, Menin-MLL TR inh -9%, PKM2 act 1% and USP2a inh -1%.
For CC(=O)c1cccc(NC(=O)C(C)N(C)CC(=O)Nc2ccc(Cl)cc2)c1 (configuration not stated) the results were Eya2 inh 1%, ASM inhibitor -3%, GALK inh 5%, BCR signal inh 1%, TSHR antagonist -3, hERG WT inh 10, Mito fusion yeast 0%, PKM2 act 0% and USP2a inh -1%.
For Cc1cc(C)c(C)c(S(=O)(=O)N2CCC(C(=O)Nc3ccc(S(=O)(=O)N4CCOCC4)cc3)CC2)c1C the results were Eya2 inh 6%, GALK inh 4%, BCR signal inh -6%, TSHR antagonist 4, MBNL1 CUG block 2%, hERG WT inh 7, Mito fusion yeast -1%, PKM2 act 1% and USP2a inh 2%.
Screening CSc1ccccc1-c1nnc(-c2ccc(C)cc2)o1 returned Eya2 inh -14%, ASM inhibitor -2%, GALK inh 0%, BCR signal inh -22%, TSHR antagonist 0, MBNL1 CUG block 12%, hERG WT inh -15, Mito fusion yeast 3%, PKM2 act -4% and USP2a inh -2%.
For CCOC(=O)C(C)NC(=O)Cn1ncc2c(=O)oc3ccc(C)cc3c21 (configuration not stated) the results were Eya2 inh 8%, ASM inhibitor 4%, GALK inh -3%, BCR signal inh 2%, TSHR antagonist -2, MBNL1 CUG block -10%, hERG WT inh 4, Mito fusion yeast 0%, PKM2 act 0% and USP2a inh 2%.
`CCOC(=O)N1CCN(C(=O)c2ccc3c(=O)n(CCC4=CCCCC4)c(=S)[nH]c3c2)CC1` gave Eya2 inh -10%[15.4 µM], ASM inhibitor -24%, GALK inh -2%, BCR signal inh 10%, TSHR antagonist 9, MBNL1 CUG block -8%, hERG WT inh -5, Mito fusion yeast 1%, Menin-MLL TR inh 6%, PKM2 act 4% and USP2a inh 0%.
CC(=O)OCCNC(=O)c1cc2ccccc2oc1=O was read as Eya2 inh 9%, ASM inhibitor 3%, GALK inh -2%, BCR signal inh -7%, TSHR antagonist -2, MBNL1 CUG block inconclusive, hERG WT inh -21, Mito fusion yeast 2%, Menin-MLL TR inh 39%[activator], PKM2 act 0% and USP2a inh 1%.
C[C@@H](C(=O)NCC1CC1)[C@H]1C[C@]1(C)[C@H](NC(=O)OCc1ccccc1)c1ccccc1 was read as Eya2 inh 3%, ASM inhibitor 0%, BCR signal inh -1%, TSHR antagonist -3, MBNL1 CUG block -21%, hERG WT inh -30, Mito fusion yeast -2%, Menin-MLL TR inh inconclusive, PKM2 act -1%&-2% and USP2a inh 0%.
O=C(CSc1ccccc1)Nc1ccncc1 was read as Eya2 inh 26%, ASM inhibitor 2%, GALK inh -2%, BCR signal inh 18%, TSHR antagonist 3, MBNL1 CUG block 0%, hERG WT inh 4, Mito fusion yeast 3%, Menin-MLL TR inh 2%, PKM2 act 1% and USP2a inh 3%.
CC1(C)NC(=O)N(CC(=O)OCC(=O)NC(=O)c2ccccc2)C1=O was read as Eya2 inh 17%, ASM inhibitor 4%, BCR signal inh 0%, TSHR antagonist 24, hERG WT inh 6, Mito fusion yeast -11% and USP2a inh 0%.
CCN1CCCC1CNC(=O)Cn1nc(C)n2c(cc3cc(C)ccc32)c1=O (configuration not stated) was read as Eya2 inh -14%, ASM inhibitor 5%, GALK inh 1%, BCR signal inh -1%, TSHR antagonist 15, MBNL1 CUG block inconclusive, hERG WT inh -6, Mito fusion yeast -2%, Menin-MLL TR inh 0% and USP2a inh 2%.
For Nc1cccc(-c2nc3ccc(C(=O)c4ccccc4)cc3[nH]2)c1 the results were Eya2 inh -7%, ASM inhibitor -14%, GALK inh 2%, BCR signal inh inconclusive, TSHR antagonist -7, MBNL1 CUG block -11%, hERG WT inh -1, Mito fusion yeast -2%, Menin-MLL TR inh 57%[activator], PKM2 act -1% and USP2a inh 0%.
CN([C@@H](C(=O)OC(C)(C)C)c1ccccc1)S(=O)(=O)c1cccc(S(=O)(=O)N(C)[C@@H](C(=O)OC(C)(C)C)c2ccccc2)c1 was read as Eya2 inh 7%, ASM inhibitor -1%, BCR signal inh -3%, TSHR antagonist -2, MBNL1 CUG block 4%, hERG WT inh -4, Mito fusion yeast 2%, Menin-MLL TR inh 11%, PKM2 act -1% and USP2a inh 1%.
Screening COc1ccc(CN2CCNC(=O)C2CC(=O)N(C)CCC2CCOCC2)c(OC)c1 (configuration not stated) returned Eya2 inh inconclusive, ASM inhibitor 7%, GALK inh 0%, BCR signal inh 0%, TSHR antagonist 0, MBNL1 CUG block 4%, hERG WT inh -12, Mito fusion yeast -10%, Menin-MLL TR inh 3%, PKM2 act -5% and USP2a inh 0%.
For Cc1ccc(C(=O)OC2CCCN(C)C2)cc1 (configuration not stated) the results were Eya2 inh 2%, ASM inhibitor -1%, GALK inh 3%, BCR signal inh -1%, TSHR antagonist 6, MBNL1 CUG block -5%, Mito fusion yeast -1%, Menin-MLL TR inh -9%, PKM2 act 3% and USP2a inh 1%.
Screening C=CCOC(=O)C1=C(C)NC(=O)NC1c1ccc2c(c1)OCO2 (configuration not stated) returned Eya2 inh -16%, ASM inhibitor -2%, GALK inh 2%, BCR signal inh -1%, TSHR antagonist -1, MBNL1 CUG block 5%, hERG WT inh -24, Mito fusion yeast 3%, Menin-MLL TR inh 11%, PKM2 act -5%[11.5 µM] and USP2a inh 0%.

Bioassay records as filed in PubChem.

Some of the compounds tested; count on the stated rates, not on these rows.
